Giardia FBPA inh: Giardia lamblia aldolase inhibition; A8B2U2; purified Giardia FBPA; Potency, µM (doses to about 59.6 µM), for inactives: at the highest dose activity, negative = inhibition, hits mostly inhibitors; 290,000 tested, 0.71% active; AID 2451; further: potency means the concentration at half of the fitted maximal effect; on the % scale 0 is the no-effect control and ±100 the full control effect; nearly all actives have a fitted effect of over 55% in size
Target sequence (A8B2U2 whole entry, looked up): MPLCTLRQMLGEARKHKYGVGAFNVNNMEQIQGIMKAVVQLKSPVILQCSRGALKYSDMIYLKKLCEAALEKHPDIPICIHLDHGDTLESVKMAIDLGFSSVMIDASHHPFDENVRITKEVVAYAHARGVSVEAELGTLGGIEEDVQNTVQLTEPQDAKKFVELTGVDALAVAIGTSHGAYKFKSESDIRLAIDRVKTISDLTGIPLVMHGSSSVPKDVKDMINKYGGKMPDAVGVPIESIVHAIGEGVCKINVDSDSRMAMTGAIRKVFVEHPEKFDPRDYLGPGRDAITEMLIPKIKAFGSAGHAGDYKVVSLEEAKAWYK
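Giardia FBPA (40 nM reagent) was preincubated 10 min at RT with compound (up to 57.5 uM final), then substrate plus GAPDH/TPI/NAD/arsenate coupling system with diaphorase/resazurin was added; resorufin fluorescence (525/598 nm) was read after 20 min.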
Pf growth 48h: inhibits P. falciparum growth in the first generation, 48 h; P. falciparum luciferase growth in erythrocytes, 48 h; Potency, µM (highest dose often 28.7 µM), without a hit: at the top dose activity change, negative = inhibition, usual class: inhibitors; 310,000 tested, 5.9% active; AID 504832; further: potency means the concentration at half of the fitted maximal effect; on the % scale 0 is the no-effect control and ±100 the full control effect
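Read-out is firefly luciferase luminescence from an integrated reporter in P. falciparum, so falling signal marks reduced parasite growth. Infected erythrocytes were at 2% hematocrit and 0.1% parasitemia (final) in Albumax-supplemented RPMI 1640.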
HCV inhibitor: HCV inhibition; Huh7.5.1 HCVcc-Cre infection, luciferase reporter, 44 h; Potency, µM (doses to about 41.8 µM), for the others: top-dose activity change, negative = inhibition, usual class: inhibitors; 340,000 tested, 3.4% active; AID 651820; further: potency means the concentration at half of the fitted maximal effect; on the % scale 0 is the no-effect control and ±100 the full control effect
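Luciferase read-out (15 sec integration) after a 15 min room-temperature substrate step quantifies HCVcc-Cre infection. Cells, 1,000 per well, had compound added 4 h post-plating, then virus at ~0.5 moi, and were cultured 44 h.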
Pf growth 96h: P. falciparum growth inhibition at 96 hour, primary screen for plastid delayed-death inhibitors; P. falciparum luciferase reporter growth, 96 h; Potency, µM (series often up to 28.7 µM), for inactives: top-dose activity change, negative = inhibition, usual class: inhibitors; 320,000 tested, 6.9% active; AID 504834; further: potency means the concentration at half of the fitted maximal effect; on the % scale 0 is the no-effect control and ±100 the full control effect
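Infected RBCs, 2% Hct / 0.05% parasitemia final; luciferase-reporter P. falciparum; cpd 96 h, 37 C, 5% CO2; luciferase detection reagent; luminescence.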
Shiga toxin inh: inhibitors of Shiga toxin in Vero cells; Vero cells, Shiga toxin protein synthesis inhibition reporter; inhibition, % at 38.7 µM; 290,000 tested, 9.2% active; in the data active means inhibition mostly above about 28%, no sharp cut-off; inactive means mostly below about 43%; further: 0% is about no effect
CHX counter: affects cycloheximide protein synthesis inhibition readout, counter-screen | cell reporter, cycloheximide protein synthesis inhibition counterscreen | max response, % | 300,000 tested, 12% active | AID 2314; in the data active means max response mostly above about 13%, no sharp cut-off; inactive means mostly below about 14%; further: read at 38.3 µM for the half of the compounds with a filed dose; 0% is about no effect
* hit, by the source's call; & = joins results of further samples; [ ] = remark or other dose. Unless noted, the call rests on the fitted dose curve; in most records, active means well fitted curve in the direction sought with a large enough effect; inconclusive means small, poorly fitted or top-dose-only effect, or another doubt; inactive means no such curve, though single readings can be large; an effect the other way counts as inactive or inconclusive.

`CCOc1ccc([C@@H]2CC=C(C(=O)O)[C@H](c3ccc(Cl)cc3)N2S(=O)(=O)c2ccc(C)cc2)cc1` gave Pf growth 48h inconclusive, HCV inhibitor 19.9% and Pf growth 96h 42.2%[activator].
Screening O=C(Nc1ccccc1)n1ccc(-c2ccc(-n3ccnc3)cc2)n1 returned Giardia FBPA inh -4.8%, Pf growth 48h 133.4%[activator], Pf growth 96h 83.6%[activator], Shiga toxin inh 40.4* and CHX counter 42.6*.
For CCOC(=O)c1cccc(NC(=O)C2CCCN(c3nnc(N4CCCC4=O)s3)C2)c1 (stereo unspecified) the results were Giardia FBPA inh -6.6%, Pf growth 48h inconclusive, HCV inhibitor 9.8%, Pf growth 96h inconclusive, Shiga toxin inh -0.7 and CHX counter -1.4.
For COc1cc(OC)cc(C(=O)Nc2cccc(C(C)=O)c2)c1 the results were Giardia FBPA inh 23.1%, Pf growth 48h inconclusive, HCV inhibitor -17.4%, Pf growth 96h -19.0%, Shiga toxin inh 47.7* and CHX counter 24.7*.
Screening O=C(CN1C(=O)NC2(CCCc3ccccc32)C1=O)NCc1ccco1 (stereo unspecified) returned Giardia FBPA inh 8.7%, Pf growth 48h 10.0%, HCV inhibitor -6.7%, Pf growth 96h 17.8%, Shiga toxin inh -13.6 and CHX counter -3.5.
For CC(=O)N1N=C(c2ccc(C)c([N+](=O)[O-])c2)OC1(C)C the results were Giardia FBPA inh 6.0%, Pf growth 48h 9.28µM*, HCV inhibitor -10.5%, Pf growth 96h inconclusive, Shiga toxin inh -1.8 and CHX counter 7.4.
`[O-]/[N+](=C\c1ccncc1)c1ccc(Br)cc1` gave Giardia FBPA inh -17.6%, Pf growth 48h 256.8%[activator], HCV inhibitor 6.8%, Pf growth 96h -10.9%, Shiga toxin inh 39.4 and CHX counter 17.4*.
For CN(C)c1nc(/C=C(\C#N)C(N)=O)c(Cl)n1-c1ccc(F)cc1 the results were Giardia FBPA inh 2.1%, Pf growth 48h 47.9%[activator], HCV inhibitor -6.5%, Pf growth 96h -19.5%, Shiga toxin inh 2.1 and CHX counter -1.7.
`NS(=O)(=O)c1ccc(CCNC(=O)C2CCN(S(=O)(=O)c3cccc4cccnc34)CC2)cc1` gave Giardia FBPA inh -8.2%, Pf growth 48h 1.2%, HCV inhibitor 5.8%, Pf growth 96h 1.1%, Shiga toxin inh -4.1 and CHX counter -6.1.
For O=c1ccc(-c2ccc(S(=O)(=O)NCc3cccc(Br)c3)s2)n[nH]1 the results were Giardia FBPA inh -5.2%, Pf growth 48h inconclusive, HCV inhibitor 7.3%, Pf growth 96h -6.2%, Shiga toxin inh -8.4 and CHX counter -2.4.

The closing 4 entries of the part above lead into the next:
`[O-]/[N+](=C\c1ccncc1)c1ccc(Br)cc1` gave Giardia FBPA inh -17.6%, Pf growth 48h 256.8%[activator], HCV inhibitor 6.8%, Pf growth 96h -10.9%, Shiga toxin inh 39.4 and CHX counter 17.4*.
For CN(C)c1nc(/C=C(\C#N)C(N)=O)c(Cl)n1-c1ccc(F)cc1 the results were Giardia FBPA inh 2.1%, Pf growth 48h 47.9%[activator], HCV inhibitor -6.5%, Pf growth 96h -19.5%, Shiga toxin inh 2.1 and CHX counter -1.7.
`NS(=O)(=O)c1ccc(CCNC(=O)C2CCN(S(=O)(=O)c3cccc4cccnc34)CC2)cc1` gave Giardia FBPA inh -8.2%, Pf growth 48h 1.2%, HCV inhibitor 5.8%, Pf growth 96h 1.1%, Shiga toxin inh -4.1 and CHX counter -6.1.
For O=c1ccc(-c2ccc(S(=O)(=O)NCc3cccc(Br)c3)s2)n[nH]1 the results were Giardia FBPA inh -5.2%, Pf growth 48h inconclusive, HCV inhibitor 7.3%, Pf growth 96h -6.2%, Shiga toxin inh -8.4 and CHX counter -2.4.
CCC(NC(=O)c1ccccc1NC(=O)c1ccc(C)cc1)C(=O)O (stereo unspecified) was read as Giardia FBPA inh -18.5%, Pf growth 48h 24.6%, HCV inhibitor 10.1%, Shiga toxin inh 12.6 and CHX counter 8.6.
Screening COc1cccc(C2=NOC(C(=O)N3CCN(c4ccccc4)CC3)C2)c1OC (stereo unspecified) returned Giardia FBPA inh -6.0%, Pf growth 48h -14.4%, HCV inhibitor -27.3%, Pf growth 96h -14.5%, Shiga toxin inh 3.3 and CHX counter -1.9.
Screening N#Cc1cc(-c2ccccc2)nc(Oc2ccc(Cl)cc2)n1 returned Giardia FBPA inh 1.7%, Pf growth 48h -32.2%, HCV inhibitor inconclusive, Pf growth 96h inconclusive, Shiga toxin inh -1.1 and CHX counter -4.5.
c1ccc(-c2cc3c(N4CCN(c5ccccc5)CC4)ncnc3s2)cc1 was read as Giardia FBPA inh -0.5%, Pf growth 48h 29.9%, HCV inhibitor inconclusive, Pf growth 96h 4.7%, Shiga toxin inh -9.8 and CHX counter -2.3.
COc1ccc(C)cc1S(=O)(=O)Nc1cc2c3c(c1)CCN3C(=O)CC2 was read as Pf growth 48h -15.1%, HCV inhibitor 4.4% and Pf growth 96h inconclusive.
Screening NNC(=O)c1ccc(Oc2cc(Cl)cc(Cl)c2)o1 returned Giardia FBPA inh 0.6%, Pf growth 48h 11.9%, HCV inhibitor 8.3%, Pf growth 96h 2.6%, Shiga toxin inh 20.5 and CHX counter -1.7.
For CC(C)(C)NC(=O)COC(=O)c1cc(S(=O)(=O)N2CCCCC2)ccc1N1CCOCC1 the results were Giardia FBPA inh 2.0%, HCV inhibitor 7.4%, Pf growth 96h inconclusive, Shiga toxin inh 18.6 and CHX counter -1.0.
`O=C(CN1C(=O)/C(=C\c2cccc(F)c2)Oc2ccccc21)N1CCN(c2ccccn2)CC1` gave Giardia FBPA inh 2.1%, Pf growth 48h 4.5%, HCV inhibitor 5.1%, Pf growth 96h inconclusive, Shiga toxin inh -1.8 and CHX counter 10.0.
COc1ccccc1C(=O)Nc1ccc2c(c1)nc(CN1CCN(C(C)=O)CC1)n2C was read as Giardia FBPA inh -8.5%, Pf growth 48h inconclusive, HCV inhibitor inconclusive, Pf growth 96h 10.6%, Shiga toxin inh 8.0 and CHX counter 14.6.
O=[N+]([O-])c1ccccc1/C=N/N1CCN(c2ccc(Cl)cc2)CC1 was read as Giardia FBPA inh -4.8%, Pf growth 48h 0.0%, HCV inhibitor -26.7%, Pf growth 96h inconclusive, Shiga toxin inh 13.4 and CHX counter -0.4.
`COc1cccc(-c2cc(C(=O)NN3CCOCC3)c3ccccc3n2)c1` gave Giardia FBPA inh -0.6%, Pf growth 48h -0.9%, HCV inhibitor 5.7%, Pf growth 96h inconclusive, Shiga toxin inh -9.6 and CHX counter -1.2.
Screening CCCCN(C)C(=S)Nc1ccc2nc3n(c(=O)c2c1)CCCCC3 returned Giardia FBPA inh -23.8%, Pf growth 48h -12.9%, HCV inhibitor -7.5%, Pf growth 96h -19.8%, Shiga toxin inh 22.9 and CHX counter 1.6.
Screening C[C@@H](C(=O)NCCc1c[nH]c2ccccc12)[C@@H]1C[C@@]1(C)[C@@H](NC(=O)OCc1ccccc1)c1ccccc1 returned Giardia FBPA inh -5.2%&-2.7%, Pf growth 48h inconclusive, HCV inhibitor -12.0%[8.37 µM], Pf growth 96h inconclusive, Shiga toxin inh 11.1 and CHX counter -2.2.
CC1=C(CC(=O)NCC(=O)NCC(=O)O)c2cc(F)ccc2/C1=C/c1ccc(S(C)=O)cc1 (stereo unspecified) was read as Giardia FBPA inh -24.9%, Pf growth 48h 12.5%, HCV inhibitor -3.4%, Pf growth 96h -10.7%, Shiga toxin inh -5.3 and CHX counter 5.7.
For CN(C(=O)COC(=O)c1ccccc1NC(=O)c1ccco1)C1CCS(=O)(=O)C1 (stereo unspecified) the results were Giardia FBPA inh 3.0%, Pf growth 48h -9.6%, HCV inhibitor 9.1%, Pf growth 96h 7.3%, Shiga toxin inh -2.9 and CHX counter -1.9.
`Cc1ccc(OCc2cc(C(=O)NCC3COCCO3)no2)cc1C` (stereo unspecified) gave Pf growth 48h -5.6%, HCV inhibitor 14.6%, Pf growth 96h 10.4µM*, Shiga toxin inh 41.8* and CHX counter 40.7*.
`CC(C)c1ccc(NC(=O)Cn2c(=O)oc3ccccc32)cc1` gave Giardia FBPA inh 7.8%, Pf growth 48h -25.2%, HCV inhibitor -16.2%, Pf growth 96h 218.5%[activator], Shiga toxin inh 31.8* and CHX counter 23.9.
O=C(COc1ccccc1)NCC(=O)Nc1ccncc1 was read as Pf growth 48h 9.8%, HCV inhibitor 27.7% and Pf growth 96h 75.7%[activator].
For c1coc(Cn2c(SCc3nc4ccccc4[nH]3)nnc2-c2cccs2)c1 the results were Giardia FBPA inh 8.1%, Pf growth 48h -22.4%, HCV inhibitor -4.3%, Pf growth 96h 10.4µM*, Shiga toxin inh -4.2 and CHX counter -3.0.
`O=[N+]([O-])c1ccc(Oc2ccc(-c3cnc4ccccc4n3)cc2[N+](=O)[O-])cc1` gave Giardia FBPA inh 0.1%, Pf growth 48h 47.8%[activator], HCV inhibitor inconclusive, Pf growth 96h -4.7%, Shiga toxin inh 39.9* and CHX counter 21.0*.
For COc1ccccc1C1C(C(=O)c2sc(C)nc2C)=C(O)C(=O)N1CCN1CCOCC1 (stereo unspecified) the results were Giardia FBPA inh -1.6%, Pf growth 48h 13.4%, HCV inhibitor 7.3%, Pf growth 96h 9.1%, Shiga toxin inh -6.2 and CHX counter -2.6.
Cc1ccc(S(=O)(=O)Nc2cccc(C(=O)NCCN3CCOCC3)c2)cc1F was read as Pf growth 48h -17.6%, HCV inhibitor 6.3% and Pf growth 96h -29.0%.
CC(C)c1cc(CNC(=O)CCc2nnc(CCCCc3ccccc3)o2)on1 was read as Giardia FBPA inh 0.3%, Pf growth 48h -23.0%, HCV inhibitor 9.4%, Pf growth 96h inconclusive, Shiga toxin inh 25.7 and CHX counter 10.1.
Screening O=C(N/N=C/c1ccc2c(c1)OCO2)C1COc2ccccc2O1 (stereo unspecified) returned Pf growth 48h 15.4%, HCV inhibitor 3.3%, Pf growth 96h 0.5%, Shiga toxin inh -2.5 and CHX counter 22.7.
`O=C1C=C(c2ccccc2)OC2(CCCC2)O1` gave Giardia FBPA inh 36.4%, Pf growth 48h -4.2%, HCV inhibitor -3.6%, Pf growth 96h inconclusive, Shiga toxin inh 16.3 and CHX counter 17.0.
For COC(=O)c1cn(NC(=O)Cc2ccc(OC)c(OC)c2)c(=O)c2ccccc12 the results were Giardia FBPA inh 4.2%, Pf growth 48h -13.0%, HCV inhibitor -13.0%, Pf growth 96h 6.3%, Shiga toxin inh -18.7 and CHX counter 5.1.
`COc1ccc(C(=O)NCC(=O)OCC(=O)c2cc(OC)c(OC)c(OC)c2)cc1OC` gave Giardia FBPA inh -3.1%, Pf growth 48h -0.4%, HCV inhibitor 7.8%, Pf growth 96h 3.0%, Shiga toxin inh -10.8 and CHX counter -0.3.
`CC(OC(=O)c1ccc2ncsc2c1)C(=O)N(C)C1CCCCC1` (stereo unspecified) gave Pf growth 48h 5.6%, HCV inhibitor -0.5% and Pf growth 96h 4.6%.
For COc1ccc(Oc2nc(-c3ccccn3)nc3ccccc23)cc1 the results were Giardia FBPA inh -7.2%, Pf growth 48h 1.65µM*, HCV inhibitor 12.6µM*, Pf growth 96h 0.37µM*, Shiga toxin inh 56.0* and CHX counter 48.2*.
COc1ccc([C@@H]2CC=C(C(=O)O)[C@H](c3cccc(Cl)c3)N2S(=O)(=O)c2ccc(C)cc2)cc1OC was read as Pf growth 48h inconclusive, HCV inhibitor 23.9% and Pf growth 96h inconclusive.
Screening COCCCNCC#CCOc1ccc(OC)cc1 returned Giardia FBPA inh inconclusive, Pf growth 48h -3.9%, HCV inhibitor 6.3%, Pf growth 96h -5.1%, Shiga toxin inh 1.0 and CHX counter -3.4.

High-throughput results deposited in PubChem by National Center for Advancing Translational Sciences (NCATS).
